Bioassay records deposited in PubChem by several laboratories.
DNMT1 block: DNMT1 (human) enzyme inhibition. P26358. DNMT1 molecular beacon, Hinp1I cleavage, fluorescence. inhibition (reported as % activation of signal), % at 10 µM. hit rate 0.83% among 360,000; in the data active = inhibition above about 50%
Target sequence (P26358 504-1616 limits assumed): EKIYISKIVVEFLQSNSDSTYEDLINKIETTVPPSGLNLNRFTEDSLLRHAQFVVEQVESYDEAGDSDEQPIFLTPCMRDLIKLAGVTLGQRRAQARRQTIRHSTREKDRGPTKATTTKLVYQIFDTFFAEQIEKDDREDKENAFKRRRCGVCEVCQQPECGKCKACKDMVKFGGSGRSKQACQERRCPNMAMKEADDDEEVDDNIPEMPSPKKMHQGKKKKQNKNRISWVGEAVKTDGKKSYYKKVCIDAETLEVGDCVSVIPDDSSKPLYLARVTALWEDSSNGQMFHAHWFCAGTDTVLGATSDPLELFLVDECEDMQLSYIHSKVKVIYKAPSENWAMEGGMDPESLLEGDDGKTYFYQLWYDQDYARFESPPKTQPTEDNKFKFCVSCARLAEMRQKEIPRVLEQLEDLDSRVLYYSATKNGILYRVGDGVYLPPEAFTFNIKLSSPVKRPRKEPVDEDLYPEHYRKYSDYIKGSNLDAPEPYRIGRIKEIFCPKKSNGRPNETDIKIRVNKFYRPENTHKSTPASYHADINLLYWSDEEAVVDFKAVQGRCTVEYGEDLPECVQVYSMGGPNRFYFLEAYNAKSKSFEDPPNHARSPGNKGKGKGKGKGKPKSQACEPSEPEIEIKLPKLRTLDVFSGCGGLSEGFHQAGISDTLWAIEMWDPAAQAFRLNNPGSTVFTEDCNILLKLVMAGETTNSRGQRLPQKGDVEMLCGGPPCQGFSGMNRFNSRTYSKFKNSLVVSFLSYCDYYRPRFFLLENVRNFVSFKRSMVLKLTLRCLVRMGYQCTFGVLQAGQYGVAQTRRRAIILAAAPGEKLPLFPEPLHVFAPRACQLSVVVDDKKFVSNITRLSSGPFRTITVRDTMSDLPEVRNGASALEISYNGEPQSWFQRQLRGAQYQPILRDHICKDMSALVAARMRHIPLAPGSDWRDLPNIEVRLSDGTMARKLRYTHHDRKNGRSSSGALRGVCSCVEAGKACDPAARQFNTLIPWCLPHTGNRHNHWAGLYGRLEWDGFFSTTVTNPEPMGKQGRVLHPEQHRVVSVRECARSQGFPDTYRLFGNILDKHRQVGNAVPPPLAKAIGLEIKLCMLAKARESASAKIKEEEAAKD
SUMO1-SIM PPI: modulators of human SUMO1-mediated protein-protein interactions | P63165 | SUMO1 binding to a labelled peptide, TR-FRET, 1 h | inhibition, % at 20 µM | hit rate 0.33% among 360,000 | AID 602429; in the data active = inhibition above about 37%
STEP inh: inhibitors of human striatal-enriched phosphatase STEP; P54829; recombinant STEP, OMFP fluorogenic substrate, fluorescence; inhibition, % at 20 µM; hit rate 0.25% among 360,000; AID 588621;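 active = inhibition at 20 µM, scaled per plate between control wells, above about 37%, limit read from the data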;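 also: 0% = DMSO with enzyme and substrate and 100% = substrate only without enzyme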
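System: STEP (striatal-enriched tyrosine phosphatase) enzyme, cell-free; medium: Bis-Tris pH 6.0 buffer with DTT, detergent; dosing: 20 µM, 1% DMSO; times: reaction 20 min, ambient temperature; detection: fluorescence, 480/540 nm; read-out basis: normalized % inhibition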
LMPTP block: LMPTP (human) inhibition | P24666 | recombinant LMPTP-A, OMFP fluorogenic substrate, fluorescence intensity | inhibition, % at 20 µM | hit rate 0.22% among 360,000 | AID 651560;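 active = compounds that cut the enzyme signal by at least half of the control window in the single-dose screen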;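 also: plate controls were DMSO wells with enzyme plus substrate for no effect and substrate without enzyme for full effect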
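Test system: LMPTP-A phosphatase enzyme. Amount: LMPTP-A at 0.625 nM final in the reaction. Reagent: OMFP substrate, 400 µM final. Times: 50 min at room temperature. Signal: endpoint fluorescence intensity from OMFP dephosphorylation. Read-out basis: % inhibition. Benchmarks: no-enzyme and uninhibited controls.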
MLLE-PAM2 inh: inhibitors of microRNA-mediated deadenylation, human PABP1 MLLE binding; P11940; GST-MLLE / FITC-PAM2 fluorescence polarization; inhibition, % at 20 µM; hit rate 0.36% among 360,000; in the data active = inhibition above about 35%, passing the limit was not always enough;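 also: plate controls were DMSO wells with GST-MLLE for no effect and wells lacking GST-MLLE protein for full effect; some results filed as inactive read as strong as hits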
Rpn11 block: Rpn11 (human) deubiquitinase inhibition; O00487; human 26S proteasome, Ub4-pepOG fluorescence polarization; 20S core pre-blocked with epoxomicin; calls only at 20 µM; hit rate 0.59% among 360,000;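 active = inhibition at 20 µM, scaled to each plate's controls, above about 33%, limit read from the data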
TbMetRS inhib: blocks T. brucei methionyl-tRNA synthetase activity; purified T. brucei MetRS, ATP depletion, Kinase-Glo luminescence; inhibition, % at 11.9 µM; hit rate 0.4% among 360,000; AID 624268;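 active = inhibition above a per-plate cutoff of the control wells' mean inhibition plus 3 SD, cut at about 5.5% in these data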;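 also: 0% = DMSO wells median and 100% = median of wells with control inhibitor compound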
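Assay system: T. brucei methionyl-tRNA synthetase, purified | Medium: HEPES buffer with MgCl2, KCl, DTT, spermine, BSA, pyrophosphatase | Compound: 11.9 µM single point | Incubation: 15 min enzyme-compound preincubation, 2 h reaction, 10 min detection, 25 °C | Measured by: Kinase-Glo luciferase luminescence reporting remaining unconsumed ATP | Measure: % inhibition normalized to control-well medians | Replication: Singlicate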
NadD block: blocks S. aureus nicotinate mononucleotide adenylyltransferase | hit rate 0.78% among 360,000 | inhibition, % at 20 µM | purified NadD enzyme, colorimetric absorbance read-out; in the data active = inhibition above about 26%; also: some compounds past the cut are filed as inactive
CSN inh: CSN deneddylation inhibition | Purified CSN, SCF-Nedd8-OG deneddylation, fluorescence polarization | inhibition, % at 12.5 µM | hit rate 0.38% among 360,000;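 active = pattern-corrected inhibition above about 35%, with an unprinted fluorescence ratio check between 0.5 and 1.5, limit read from the data, passing the limit was not always enough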;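 also: 0% = enzyme with substrate and 100% = substrate without enzyme; some results filed as inactive read as strong as hits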
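Assay system: Purified human Csn5 enzyme expressed in HEK293T cells | Amount: Enzyme 0.24 nM | Measured by: Fluorescence polarization readout | Medium: Tris/NaCl/DTT buffer, pH 7.5 | Compound dosing: One concentration, 12.5 µM, 0.25% DMSO | Times: 90 min incubation of compound, enzyme and substrate at room temperature | Control set: no-enzyme wells high, enzyme-with-substrate wells low | Read-out: % inhibition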
Scp-1 inhibitor: blocks human Scp-1 phosphatase activity; inhibition, % at 20 µM; Recombinant Scp1, phosphopeptide, malachite green phosphate absorbance; Q9GZU7; hit rate 0.88% among 340,000;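 active = inhibition above about 50% at 20 µM, limit read from the data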;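 also: plate controls were DMSO wells with enzyme for no effect and wells lacking enzyme for full effect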
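Assay system: SCP-1 catalytic fragment, aa 76-261 | Buffer or medium: Tris acetate buffer pH 5.5 with MgCl2 and Tween-20 | Compound: One concentration, 20 µM, with 1.0% DMSO | Also added: Phospho 17-mer peptide substrate | Signal: Absorbance at 630 nm | Incubation: 45 min enzyme reaction at room temperature | Measure: % inhibition of SCP-1 phosphate liberation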
The depositor's hits bear a star; i = inactive; . = not tested or not shown. Compounds were not picked by outcome; about 3.6% have a hit in one of these screens.

SMILES	DNMT1 block	SUMO1-SIM PPI	STEP inh	LMPTP block	MLLE-PAM2 inh	Rpn11 block	TbMetRS inhib	NadD block	CSN inh	Scp-1 inhibitor
O=C(c1cc(S(=O)(=O)Nc2ccccc2F)c(Cl)cc1Cl)N1CCN(CCO)CC1	2	-1	-3	-1.4	-3	i	-1.1	-2	0	9
CSc1nsc(SC)c1NC(=O)Nc1ccccn1	-5	-2	-1	0.1	17	i	-0.8	-8	-5	9
N#CCc1ccc(NS(=O)(=O)c2cccs2)cc1	-2	2	-3	-2.1	-6	i	-0.7	1	0	-7
CCn1c(CNC(=O)COc2ccc(C(C)C)cc2)nnc1SCC(=O)NC1CCCCC1C (stereo not drawn)	12	1	-1	-0.7	-118	i	-0.2	9	70*	-15
CC(C)N(CCNC(=O)c1oc(=O)c2ccccc2c1-c1ccccc1)Cc1ccco1	0	-6	-2	-2.0	10	i	-0.6	-6	8	-10
COc1ccc(C2/C=C\CN(C(=O)CC(C)C)CC(=O)N2Cc2ccc(F)cc2)cc1 (stereo not drawn)	1	1	1	-1.8	11	i	-0.4	-8	-4	-4
COc1cc(/C=C(\C#N)C(=O)Nc2ccc(C(=O)O)cc2)ccc1OC(=O)c1cccc(F)c1	7	8	1	0.7	-8	i	-0.1	11	7	43
CCCCC[C@@H]1CCCCC[C@@H](O)C[C@@H](O)[C@@H](O)/C=C/C(=O)O1	.	5	.	-1.4	.	.	-1.1	-13	-5	.
O=c1/c(=C\c2cccc(O)c2)sc2nc(-c3ccccc3)c(-c3ccccc3)n12	-9	-6	-2	6.9	-30	i	.	35*	4	-4
CCC(=O)Nc1nnc(S(=O)(=O)N(C)Cc2ccco2)s1	1	-2	0	-0.8	11	i	-0.4	-4	4	-6
COc1ccccc1/C=C/C(=O)OC(C)CN1CCOCC1 (stereo not drawn)	2	-5	0	0.2	-3	i	-0.4	-7	-2	-2
Nc1cc(C(=O)N2CCN(c3ccccc3Cl)CC2)ccc1N1CC2CC(C1)c1cccc(=O)n1C2 (stereo not drawn)	2	-3	4	0.5	6	i	-0.4	-3	-3	.
CNCCCOc1ccc(C)cc1OC	2	1	1	-0.1	-5	i	-0.9	1	0	7
COCc1cc(=O)oc2cc(NC(=O)c3ccc(C(C)(C)C)cc3)ccc12	11	-11	-2	-0.6	-17	i	-0.7	-5	2	-15
COc1ccccc1CNS(=O)(=O)c1cc(C(=O)NCC2CCCO2)c(Cl)cc1Cl (stereo not drawn)	-3	1	1	-1.6	-7	i	-0.3	-1	-1	-4
Cc1ccc(Cl)cc1NC(=S)NCc1cccn1C	-18	1	-5	-1.3	-17	i	-0.4	7	-1	-12
COCCOc1cnn(-c2cc(Oc3ccc(C)cc3)ncn2)c(=O)c1Cl	1	-1	3	0.0	-1	i	-0.6	2	0	-3
COc1ccc(-c2coc3c(C(=O)Nc4cc(OC)c(OC)c(OC)c4)cccc23)c(C)c1	-24	0	1	7.7	-14	i	-0.1	-4	-1	.
Cc1cccc(COc2ccc(/C=N/NC(=O)c3nnn(-c4nonc4N)c3COc3ccc(F)cc3)cc2)c1	-1	1	0	3.2	-5	i	-0.3	19	-2	-14
NNC(=O)c1ccc(O)cc1O	2	1	-1	-1.5	5	i	-0.3	-1	-10	-7
CC(C)CCNC(=O)Cn1cc2c(n1)CCCCC2	1	4	-2	-1.3	2	i	0.3	-2	-2	2
Cc1nc2ccc([N+](=O)[O-])cc2c(=O)n1Cc1cccc(F)c1	1	-36	-3	-0.4	19	i	-0.2	-1	0	-13
CC1CCCCC12NC(=O)N(CC(=O)Nc1ccccc1F)C2=O (stereo not drawn)	3	1	-1	-0.2	-11	i	-0.6	-8	4	13
COCCNC(=O)C1(C)CCCN(Cc2csc3ccccc23)C1 (stereo not drawn)	2	2	-1	-2.2	18	i	-0.5	0	-2	.
O=C(CCCc1nc2ccccc2s1)NCc1cccnc1	2	-1	-2	0.8	5	i	-0.8	1	5	-8
CCC1(c2ccc(OC)cc2)NC(=O)N(CC(=O)N2CCc3ccccc32)C1=O (stereo not drawn)	-3	2	2	0.0	-20	i	0.5	-3	0	-8
COC(=O)C1CCN(c2cc(=O)n(-c3ccc(OC)cc3)c(=O)[nH]2)CC1	-2	2	-2	-1.2	0	i	-0.1	1	-3	-1
COc1ccc(C(=O)OCn2nnc3ccccc3c2=O)cc1OC	-13	0	1	0.8	0	i	-0.3	4	-2	-5
O=S(=O)(c1cc(Cl)ccc1Cl)n1cccn1	2	-1	2	0.7	0	i	0.1	2	-10	0
COc1cc(OC)nc(Nc2nc(C(N)CCc3ccccc3)cs2)n1 (stereo not drawn)	-3	-22	1	-0.5	-8	i	-0.3	-1	4	.
CCOc1ccc(C2c3c(oc4ccccc4c3=O)C(=O)N2CCCN2CCOCC2)cc1OCC (stereo not drawn)	-5	1	2	-0.8	-26	i	-0.9	6	-2	-4
CC(=O)Nc1ccc(NC(=O)CCCc2c[nH]c3ccccc23)cc1	-5	1	0	-0.3	-3	i	-0.5	-2	-1	-3
COc1cc2oc(=O)ccc2cc1[C@@H](O)[C@@H]1OC(C)(C)OC1(C)C	5	3	1	1.4	13	i	0.1	0	3	-2
CN(C)c1ncnc2c1ncn2[C@H]1CN(Cc2ccc(Cl)cc2)C[C@@H](CO)O1	4	1	4	-2.1	0	i	-0.1	-2	-3	.
Cc1cccc(-c2cc(NCCc3cccnc3)n3nccc3n2)c1	2	3	-4	7.1	-1	i	-0.2	-3	7	.
COCc1cc(C)nc2sc3c(=O)oc(C)nc3c12	2	0	2	0.1	3	i	-1.6	5	-1	7
O=c1[nH]c2sc3c(c2c2nncn12)CCCC3	2	35	2	-0.1	-3	i	-0.5	-3	-7	6
CC1CC(C)CN(CCCNC(=O)c2ccc3c(c2)NC(=O)C(N2CCCCC2)S3)C1 (stereo not drawn)	5	-1	-13	-1.8	9	i	-0.6	-3	0	-3
CCOC(=O)N1CCC(NC(=O)c2ccc3c(c2)sc2nc(-c4ccccc4)cn23)CC1	-1	-11	-1	2.3	5	i	-0.4	-2	4	-1
COC(=O)CN(Cc1ccco1)S(=O)(=O)c1ccccc1	1	1	4	-2.0	10	i	-0.3	3	1	3
C=CCn1c(SCC(=O)Nc2c(C)n(C)n(-c3ccccc3)c2=O)nc2sc(C)c(-c3ccccc3)c2c1=O	-2	2	2	0.2	1	i	-0.5	12	2	0
COc1cc(C(=O)OCCCN(C)C)cc(OC)c1OC	0	-3	2	-0.2	-2	i	-0.4	-2	1	-7
Cc1csc(NS(=O)(=O)c2ccc(Cl)cc2)n1	-3	4	-1	0.2	5	i	-0.3	-2	6	1
CCOc1ccc(CN(C)C(=O)CNC(=O)c2ccccc2)cc1	0	5	0	-2.2	5	i	-0.7	-9	3	3
Fc1cccc(Cc2c(-c3ccco3)nc3ccc(Cl)cn23)c1	19	0	-4	1.1	4	i	-0.2	11	15	.

Complete entries from above:
CC1CC(C)CN(CCCNC(=O)c2ccc3c(c2)NC(=O)C(N2CCCCC2)S3)C1 (stereo not drawn) reads DNMT1 block = 5; SUMO1-SIM PPI = -1; STEP inh = -13; LMPTP block = -1.8; MLLE-PAM2 inh = 9; Rpn11 block = i; TbMetRS inhib = -0.6; NadD block = -3; CSN inh = 0; Scp-1 inhibitor = -3
Nc1cc(C(=O)N2CCN(c3ccccc3Cl)CC2)ccc1N1CC2CC(C1)c1cccc(=O)n1C2 (stereo not drawn) reads DNMT1 block = 2; SUMO1-SIM PPI = -3; STEP inh = 4; LMPTP block = 0.5; MLLE-PAM2 inh = 6; Rpn11 block = i; TbMetRS inhib = -0.4; NadD block = -3; CSN inh = -3; Scp-1 inhibitor = .

Later entries.
SMILES	DNMT1 block	SUMO1-SIM PPI	STEP inh	LMPTP block	MLLE-PAM2 inh	Rpn11 block	TbMetRS inhib	NadD block	CSN inh	Scp-1 inhibitor
Cc1cc(CN(C)C(=O)c2cc(COc3ccc4ncccc4c3)on2)on1	2	-1	-1	1.2	-2	i	-0.2	-9	8	-11
Oc1ccc(N=Cc2cc(Br)c(N3CCOCC3)o2)cc1	-18	-4	0	0.1	-10	i	0.1	0	3	-5
Cc1ccc(NC(=O)CN(C)C(=O)COC(=O)C(C)(C)Oc2ccc(Cl)cc2)cc1	6	-1	-2	0.8	-4	i	-0.1	-8	-3	-3
Cc1cc(NC(=O)c2ccc([N+](=O)[O-])cc2)no1	0	-10	1	0.7	-1	i	-0.6	-1	-4	-10
O=C(NCC(=O)N1CCN(c2ccc([N+](=O)[O-])cc2)CC1)c1ccco1	-1	-25	-4	0.5	-9	i	0.2	0	-5	-10
CSCCC(NC(=O)c1ccc(Cl)cc1Cl)C(=O)N1CCN(C(=O)c2ccccc2)CC1 (stereo not drawn)	4	8	3	-1.4	11	i	0.1	-3	0	-3
CCCOc1ccc2c(CC)cc(=O)oc2c1C	4	1	0	0.2	8	i	-0.5	-2	-9	4
COc1ccc(-c2ccc(-c3cc(=O)oc4c(C(C)C)ccc(C)c34)cc2)cc1	11	1	2	2.7	-10	i	-1.4	2	4	-7
CC(=O)c1ccc(S(=O)(=O)Nc2ccc(C(=O)N(C)CC(=O)Nc3cccc(C)c3C)cc2)cc1	15	5	1	-0.7	30	i	-0.3	3	5	-2
CCc1nc2ccc(C(=O)NCCc3ccccn3)cn2c1N(CC)Cc1cccc(Br)c1	-5	-3	0	-2.2	-15	i	-0.3	2	-1	.
C=CCN1C(=O)c2ccc(C(=O)Nc3ccccn3)cc2C1=O	4	-36	3	-1.2	-2	i	-0.2	-6	-1	4
COc1ccc(S(=O)(=O)NC(C)C(=O)O)cc1 (stereo not drawn)	1	3	1	-0.9	-3	i	-0.9	1	0	-5
COc1ccccc1C1CCN(C(=O)c2ccccc2)CC1	3	5	2	-0.1	3	i	-0.3	-6	0	-19
CCOCCCNC(=O)C1CCN(S(=O)(=O)c2cc(Br)cc3c2N(C(=O)CC)CC3)CC1	0	3	-2	-0.9	-2	i	-0.6	-3	5	4
